# Source: PubChem BioAssay (Broad Institute)
# LGR2 antag: inhibitors of bursicon-induced LGR2 CRE-luciferase signal, primary screen, cell-based, HEK293, CRE-luciferase reporter, bursicon stimulation; inhibition, % at 9.99 µM; Drosophila bursicon receptor LGR2 (rickets); bursicon-stimulated, 4 h; actives 0.35% (n = 380,000);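 active = drop in luminescence signal, shown as inhibition above about 50% in the replicate tests, limit read from the data, passing the limit was not always enough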;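 note: agonist challenge used bursicon conditioned medium at about half maximal strength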
# PGC1a acetyl inh: inhibitors of PGC1a acetylation signal, primary screen, cell-based, U2OS, AlphaScreen, inhibitor mode. actives 0.17% (n = 350,000). AlphaScreen anti-acetyl-lysine; with virally co-expressed GCN5 acetyltransferase. AID 651687, 2012. inhibition, % at 15.6 µM;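 active = every replicate shows inhibition of at least 40%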;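 note: 0% = neutral control wells and 100% = positive control wells; some results beyond the cut were filed as inactive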
# miR-122 sensor: miR-122 Renilla sensor signal increase in Huh7, primary screen, miR-122 inhibitor project, cell-based, single point, plate reader; AID 602342, 2012; Huh7 miR-122 Renilla luciferase sensor, 48 h; neutral wells = 0, positive control = 100; activation (reporter increase), % at 12.5 µM; actives 0.3% (n = 340,000);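 active = mean replicate activation score at least 90 and every replicate individually at or above 90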;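 note: higher luciferase means less miR-122 activity so hits act as miR-122 inhibitors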
# Casp6 inh: human caspase-6 inhibitors, primary screen, biochemical, VEID-R110 fluorescence, single point, set 2. inhibition, % at 12.5 µM. P55212. AID 686996, 2013. actives 0.53% (n = 350,000). purified caspase-6, Z-VEID-R110 cleavage fluorescence;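 active = mean inhibition across replicates at least about 35%, with every replicate also reaching that limit, limit read from the data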;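 note: 0% = median of neutral control wells and 100% = no fluorescence left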
# Target sequence (P55212 24-179 limits assumed): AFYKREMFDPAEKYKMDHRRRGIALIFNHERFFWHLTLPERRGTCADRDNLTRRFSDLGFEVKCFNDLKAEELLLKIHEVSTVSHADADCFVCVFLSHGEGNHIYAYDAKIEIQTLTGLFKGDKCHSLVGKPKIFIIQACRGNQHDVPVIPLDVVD
# Target sequence (P55212 194-293 limits assumed): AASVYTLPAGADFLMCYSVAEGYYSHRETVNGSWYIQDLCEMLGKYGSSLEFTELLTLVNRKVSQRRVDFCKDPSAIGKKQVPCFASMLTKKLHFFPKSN
# Cneo AK release: Cryptococcus neoformans cell lysis inducers, primary screen, AK release luminescence, single concentration | actives 0.2% (n = 360,000) | lysis activity, % at 15 µM | C. neoformans lysis, adenylate kinase release luminescence, 4 h; normalised: neutral wells 0, clomiphene wells 100 | AID 651654, 2012;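 active = mean lysis activity across replicates of at least 80%, whatever share of replicates individually reach that level; inactive = mean lysis activity below 80%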
#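 Material: C. neoformans cells | Amount: Yeast cell density of 5 × 10^6 cells/mL | Medium: Fresh YPD growth medium | Dosing: Single dose | Times: Static 4 h at 37 °C with compound, 1 h detection | Detection: AK luminescence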
# PAX8 inh HTS: inhibitors of PAX8-driven TPO luciferase reporter, primary screen, RMG-I cells, single concentration; SteadyGlo, 24 h; inhibition, % at 12.6 µM; actives 1.2% (n = 360,000);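 active = mean replicate inhibition at least 60% with every replicate also reaching 60%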;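 note: luciferase light reporting Pax8 driven TPO promoter activity; plate controls were median of neutral control wells for no effect and mitoxantrone controls for full effect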
# EWS-Fli block: EWS/Fli-driven NR0B1 reporter inhibitors, primary screen, A673 cells, NR0B1 luciferase, luminescence, MLPCN library; viability-normalised; inhibition, % at 12.6 µM; actives 0.67% (n = 350,000);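 active = mean inhibition of at least 50% after viability correction, with every replicate also passing that limit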;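 note: firefly luciferase signal divided by Alamar Blue viability fluorescence both relative to DMSO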
# FN deposition inh: inhibitors of fibronectin matrix deposition, primary screen, AH1F cells, Alexa488-fibronectin fluorescence, plate reader; AH1F fibroblasts, overnight; inhibition, % at 12.6 µM; actives 0.086% (n = 350,000); AID 743247, 2014;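 active = mean inhibition across replicates of 30% or more, regardless of how many single replicates reach that level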;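 note: positive control wells lacked labelled fibronectin entirely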
#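 Assay system: AH1F fibroblasts assembling fluorescent fibronectin matrix; Amount: 10000 AH1F cells per well; Buffer or medium: DMEM, 2% serum; Probe or stimulus: Alexa488-fibronectin, 24 nM final in well; Doses: single compound dose, delivered by pin transfer; Incubation: 1 h adhesion, overnight exposure; Measured by: fluorescence 485/525 nm; Read-out: fibronectin deposition inhibition.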
# An asterisk follows results filed as active; / = no result given; [ ] = dose if it differs, or a comment.
SMILES,LGR2 antag,PGC1a acetyl inh,miR-122 sensor,Casp6 inh,Cneo AK release,PAX8 inh HTS,EWS-Fli block,FN deposition inh
COc1ccc(-n2c(Cc3cccn3C)nnc2SCC(=O)Nc2cc(Cl)ccc2OC)cc1,-4,-2,9,2,2,25,10,15
Cc1ccc(C)c(NC(=O)COC(=O)CCc2ccc(S(=O)(=O)N3CCOCC3)cc2)c1,9,-7,2,1,6,3,8,12
CCOc1ccc(NC(=O)COC(=O)C23CC4CC(CC(C4)C2)C3)c([N+](=O)[O-])c1,/,-4,-2,0,0,21,6,3
CN1c2ccc(C3=CCCCC3)cc2[C@@H]2[C@@H](CCN2C(=O)Nc2ccccc2F)[C@@H]1CO,5,-24,-4[16.7 µM],-2,1,23,9,-2
CCc1ccc(C(=O)N2CCN(S(=O)(=O)c3sc(C(=O)O)c(C)c3C(=O)O)CC2)cc1,12,/,/,0,-2,-5,1,-7
C[C@H]1CN([C@@H](C)CO)C(=O)c2cc(NC(=O)Nc3ccccc3)ccc2O[C@@H]1CN(C)Cc1ccc2c(c1)OCO2,-5,-7,6[16.7 µM],1,0,-4,13,/
Cc1cc(C)n(C(=O)c2cccc(S(=O)(=O)N3CCCC3)c2)n1,-1,-5,-1,/,1,/,/,1
Cc1cc2[nH]c(=O)c(=O)[nH]c2cc1S(=O)(=O)N1CCN(c2cccc(C(F)(F)F)c2)CC1,-4,-6,10,3,-1,7,4,-4
CN(C)c1ccc(/C=N/N2C(=O)c3ccccc3C2=O)cc1,-25,0,8,6,/,-3,0,2
CC(C)Cc1nnc(NC(=O)C2=COCCO2)s1,-30,/,/,1,-3,-71,-39,7
O=C(Cn1ncc2c1-c1ccccc1OC2)Nc1ccc(S(=O)(=O)N2CCCCC2)cc1,12,-28,-3,0,0,20,11,5
OCC(CO)(CO)N=Cc1c(O)ccc2ccccc12,/,13,-4,/,-1,/,/,-12
C[C@@H]1CCCCO[C@H](CN(C)C(=O)CCCN(C)C)[C@@H](C)CN([C@H](C)CO)C(=O)c2cc(NC(=O)NC3CCCCC3)ccc2O1,17,-11,7[16.7 µM],-1,-3,-17,-7,/
O=C(CCN1CCCC1=O)NC1CCCc2c1cnn2-c1ccc(F)cc1F (configuration not stated),-7,/,-2,1,-1,-6,-16,11
CN(C)CCOC(=O)c1ccc(COc2ccccc2Br)o1,3,/,6,-32,2,26,-6,-5
O=C(Nc1cc(C(F)(F)F)ccc1N1CCOCC1)c1cccc(S(=O)(=O)N2CCOCC2)c1,-19,-5,1,1,-2,-6,1,-29
O=C(NCC[C@H]1CC[C@H](NS(=O)(=O)c2ccc(F)cc2)[C@@H](CO)O1)c1ccccc1F,5,2,/,2,/,/,3,/
C/C=C/c1cnc2c(c1)C(=O)N([C@H](C)CO)C[C@@H](C)[C@@H](CN(C)C(=O)C1CC1)O2,2,6,-1[16.7 µM],/,/,/,-18,/
O=C(NC(=S)NNC(=O)[C@H]1C[C@@H]1c1ccccc1)c1cccc(F)c1,/,-3,-1,0,-7,38,-31,6
Cc1cc(OCC(=O)OCC(=O)NCc2cccs2)ccc1Cl,-14,-9,81,0,3,3,8,-7
COc1ccccc1-c1nc(SCC(=O)Nc2ccccc2F)n[nH]1,-5,/,/,0,0,28,46,7
COc1ccc(NC(=O)N(C)C[C@H]2OCCCC[C@@H](C)Oc3ccc(NC(=O)c4ccncc4)cc3C(=O)N([C@@H](C)CO)C[C@H]2C)cc1,19,-1,-3[16.7 µM],/,-2,-7,-1,-6
C=CCOC(=O)C1=C(C)NC(=S)C(C#N)(CC=C)C1c1ccccc1Cl (configuration not stated),6,-15,-3,4,1,5,2,-7
C/C(=N\Nc1cccc([N+](=O)[O-])c1)c1cc2ccccc2o1,/,/,/,0,/,-129,-114,4
CC(OC(=O)c1nsc(Cl)c1Cl)C(=O)NCc1cccs1 (configuration not stated),/,3,1,/,3,20,/,/

# Reprinted from the part before: four compounds, then new ones.
SMILES,LGR2 antag,PGC1a acetyl inh,miR-122 sensor,Casp6 inh,Cneo AK release,PAX8 inh HTS,EWS-Fli block,FN deposition inh
COc1ccc(NC(=O)N(C)C[C@H]2OCCCC[C@@H](C)Oc3ccc(NC(=O)c4ccncc4)cc3C(=O)N([C@@H](C)CO)C[C@H]2C)cc1,19,-1,-3[16.7 µM],/,-2,-7,-1,-6
C=CCOC(=O)C1=C(C)NC(=S)C(C#N)(CC=C)C1c1ccccc1Cl (configuration not stated),6,-15,-3,4,1,5,2,-7
C/C(=N\Nc1cccc([N+](=O)[O-])c1)c1cc2ccccc2o1,/,/,/,0,/,-129,-114,4
CC(OC(=O)c1nsc(Cl)c1Cl)C(=O)NCc1cccs1 (configuration not stated),/,3,1,/,3,20,/,/
COCCNC(=O)c1onc(CSc2ccc(F)c(F)c2)c1C(=O)NCCOC,-5,15,2,/,-2,-2,-2,-5
CCCCNC(=O)NCCN1CCOCC1,-2,-2,/,9,7,10,-3,-6
COc1ccccc1CNC(=O)CCCn1nc(C)c2c(C)n(-c3ccccc3)nc2c1=O,-2,-8,-9,3,4,3,/,-5
O=C(NC1CCCCCC1)c1ccccc1-c1ccccc1,6,/,/,-1,/,32,12,0
C[C@H](CO)N1C[C@H](C)[C@H](CN(C)C(=O)C2CCCCC2)Oc2cc(-c3cccnc3)ccc2S1(=O)=O,23,-11,-2[16.7 µM],2,0,/,2,/
Cc1noc(C)c1NC(=O)N(C)C[C@H]1Oc2ncc(C#CCC(C)C)cc2C(=O)N([C@H](C)CO)C[C@H]1C,0,10,-1[16.7 µM],-1,1,4,-9,/
O=C(O)C=C1CCN(c2ncc(C(F)(F)F)cc2Cl)CC1,/,4,-2,/,5,-64,/,1
Cc1n[nH]c(=S)n1/N=C/c1ccc(-c2ccc(Cl)cc2)o1,3,-3,1,-4,7,-8,3,4
CN1CCN(c2ccccc2NC(=O)C(Cc2ccccc2)n2cccc2)CC1 (configuration not stated),-2,/,/,-1,3,-3,2,2
CCCCSCCCNC(=O)C1CCC(CNS(=O)(=O)c2ccc(NC(C)=O)cc2)CC1 (configuration not stated),-6,/,/,4,-1,10,5,3
COc1cc(/C=N/NC(=O)c2csc3c2CCCC3)cc(OC)c1O,6,/,/,3,/,-6,85*,/
Cc1ccc(C(=S)N2CCN(Cc3ccccc3)CC2)cc1,15,-1,/,-3,/,-5,2,5
O=C1C(=O)N(c2ccccn2)C(c2cccc([N+](=O)[O-])c2)/C1=C(/O)c1ccc(Br)cc1 (configuration not stated),-26,10,3,4,1,2,-3,1
COc1ccc2oc(=O)c(C(=O)NCc3ccc(F)cc3)cc2c1,-5,26,1,-6,-1,3,-9,8
COc1cccc(-c2ccc(C3[C@@H]4CN(C(=O)Cc5ccccc5)C[C@H]3N4)cc2)c1 (some centres not stated),-5,5,/,/,/,4,-3,4
O=C(Nc1cccc([N+](=O)[O-])c1)ONC1=NCCCCC1,-3,4,1,3,-1,-2,-6,-13
COc1ccc(NC(=O)Nc2ccc3c(c2)C(=O)N([C@@H](C)CO)C[C@H](C)[C@H](CN(C)S(=O)(=O)c2ccccc2)O3)cc1,3,-15,-10[16.7 µM],2,-1,/,2,/
CC(Sc1nnc(NC(=O)c2cc3ccccc3oc2=O)s1)c1ccccc1 (configuration not stated),4,4,-2,-2,-3,-1,6,-16
Cc1c(C(=O)OCC(=O)N2CCCC2)cccc1[N+](=O)[O-],8,-1,2,-3,1,-20,-8,-12
CSc1ccc(CN2CCN(C(C)C)C(CCO)C2)cc1 (configuration not stated),-4,0,/,-1,/,-17,2,/
Cc1ccc(-n2nnnc2SCC(=O)NC2CC2)cc1C,-5,/,/,57*,-2,-7,-1,4
CCCC(=O)N1CC2(C1)CN(C(=O)C1CC1)[C@H](CO)c1[nH]c3cc(OC)ccc3c12,16,/,/,-2,/,-9,-4,/
C=CCn1c(C(C)C)nc2ccccc21,5,-8,-1,1,-1,5,9,-6
Cc1cc2ncc(C(=O)Nc3ccsc3C(=O)O)c(C)n2n1,25,14,-3,1,-11,6,-3,11
Cn1c(SCC(=O)Nc2ccccc2F)nc2c(c1=O)SCC2,2,-1,-6,-1,-1,14,6,1

# (cont.)
SMILES,LGR2 antag,PGC1a acetyl inh,miR-122 sensor,Casp6 inh,Cneo AK release,PAX8 inh HTS,EWS-Fli block,FN deposition inh
COc1ccc(C2(O)CCN(CC(=O)Nc3nccs3)CC2)c(OC)c1,13,0,/,-4,-1,/,7,/
O=C1N[C@@H](Cc2ccccc2)C(=O)N2[C@@H]3N(S(=O)(=O)c4ccccc4)c4ccccc4[C@]3(Br)C[C@@H]12,2,7,5,-1,-1,5,2,3
Cc1c(NCc2cc(Cl)cc(Cl)c2O)c(=O)n(-c2ccccc2)n1C,/,-7,-9,/,2,/,/,-1
O=C(Nc1nnc(S(=O)(=O)N2CCOCC2)s1)c1cccc(Br)c1,1,0,0,5,0,-31,/,5
CC(C)c1ccc(OCc2ccc(C(=O)O)o2)cc1,-1,-2,/,26,-3,40,21,-3
O=C(O)C1CCN(C(=O)COc2ccc3c4c(c(=O)oc3c2)CCC4)CC1,/,-2,-1,/,0,/,/,13
Cc1cccc(NC(=O)C2CCN(S(=O)(=O)c3ccc4c(c3)NC(=O)CO4)CC2)c1C,1,4,-7,1,-3,2,6,-4
Cc1cccc(-n2ncc3c(NC(C)C)ncnc32)c1,-42,11,-2,1,-9,-200,-42,31*
O=C(NC(=S)NC1CCSC1=O)c1cccc([N+](=O)[O-])c1 (configuration not stated),-10,7,4,-2,0,-10,/,-4
COc1ccc(S(=O)(=O)NCC2CCCN(Cc3cn(C)nc3C)C2)cc1 (configuration not stated),5,-20,-3,0,1,-2,/,4
COC(=O)c1ccc2nc(-c3ccc(OC)c(OC)c3)c(Cc3ccccc3C(F)(F)F)n2c1,8,/,/,5,/,5,7,-18
CC(C)CC#Cc1ccc2c(c1)O[C@@H](CN(C)S(=O)(=O)c1ccc(F)cc1)[C@H](C)CN([C@@H](C)CO)S2(=O)=O,5,8,-8[16.7 µM],-1,-5,81*,27,-2
O=C(C1CCCC1)N1CC[C@H]2[C@H](CO)Nc3ccc(Br)cc3[C@H]21,-18,-9,/,3,/,/,4,6
COc1ccc(C(=O)N2N=C(c3cccc(OC)c3)CC2(O)C(F)(F)F)cc1 (configuration not stated),-3,/,4,1,1,-5,5,-6
Cc1ccccc1SCC(=O)NNC(=O)c1ccncc1,10,-3,/,7,1,1,-2,8
C=CC[C@@H](CC(=O)N(CCO)Cc1ccccc1)C(=O)N[C@H](COC(=O)[C@@H](CC=C)CC(=O)OC(C)(C)C)Cc1c[nH]c2ccccc12,14,-2,-9,-1,-2,55,-5,1
CO[C@@H]1CN(C)C(=O)c2cc(NS(=O)(=O)Cc3ccccc3)ccc2OC[C@@H](C)NC[C@H]1C,8,17,/,0,-1,6,13,2
O=C(Nc1cccc(F)c1)N1CC(=O)N2[C@H](CO)[C@@H](c3ccc(Br)cc3)[C@@H]2C1,1,4,/,0,/,-39,3,/
CCCNC(=O)C[C@@H]1CC[C@@H]2[C@@H](COc3ccc(NC(=O)CCC)cc3C(=O)N2C)O1,-4,3,13[16.7 µM],1,105*,23,-11,7

# Compounds as they come; about 2.5% have a hit in one of these screens.
